From PubChem BioAssay
Peg3 promoter – Peg3 promoter-driven luciferase inhibitors, primary screen, cell-based, HeLa, luciferase luminescence | AID 588405, 2011 | inhibition, % at 20 µM | 1.7% of 360,000 active | HeLa PEG-Prom luciferase reporter, overnight;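 active means inhibition of at least 50% at 20 µM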
NR2E3 ag-1 – inhibitors of NR2E3-RetCOR corepressor binding, primary screen, NR2E3 agonist project, biochemical, TR-FRET, GST-NR2E3, biotin-RetCOR; AID 2300, 2010; Photoreceptor-specific nuclear receptor (Homo sapiens), Q9Y5X4; 1536-well; 0.12% of 320,000 active; inhibition of corepressor binding, % at 4.78 µM;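 active means percent inhibition above the cutoff of mean plus 3 SD of all tested compounds, set per screening campaign, cut at about 20% in these data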;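 further: 0% = DMSO wells and 100% = biotin wells as full block of FRET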
Target sequence (Q9Y5X4 whole entry, looked up): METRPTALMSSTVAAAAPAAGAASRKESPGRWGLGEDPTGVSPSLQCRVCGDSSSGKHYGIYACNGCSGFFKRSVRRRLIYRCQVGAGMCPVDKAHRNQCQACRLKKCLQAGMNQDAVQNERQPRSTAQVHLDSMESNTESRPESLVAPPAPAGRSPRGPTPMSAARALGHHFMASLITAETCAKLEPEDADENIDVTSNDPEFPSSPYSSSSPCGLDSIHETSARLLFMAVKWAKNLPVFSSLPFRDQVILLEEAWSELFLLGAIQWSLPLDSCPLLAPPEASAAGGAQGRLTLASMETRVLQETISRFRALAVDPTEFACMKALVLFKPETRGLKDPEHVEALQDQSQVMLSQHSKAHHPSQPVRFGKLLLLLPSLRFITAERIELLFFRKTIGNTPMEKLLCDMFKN
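Material: NR2E3–RetCOR corepressor complex / Amount: 1.35 nM GST-NR2E3 / Medium: Tris pH 7.5 / Compound: single nominal compound dose of 4.8 µM / Incubation: 5 h at 4 °C / Technique: TR-FRET, Eu(K)-anti-GST donor, streptavidin-D2 acceptor, ex 340, em 617/671 nm / Read-out basis: percent loss of FRET ratio relative to control wells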
NR2E3 ag-2 – NR2E3 agonists in two-hybrid cells, primary screen, cell-based, luminescence, CHO-S, Gal4-NCOR/VP16-NR2E3; luciferase; Photoreceptor-specific nuclear receptor (Homo sapiens), Q9Y5X4; inhibition of corepressor binding, % at 3.98 µM; 0.35% of 360,000 active; AID 602229, 2012;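 active means inhibition above the mean of all tested compounds plus 3 SD, cut at about 70% in these data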;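 further: 0% = DMSO with NR2E3 transfected cells and 100% = cells lacking NR2E3 construct; higher means lower luciferase signal from less NR2E3 corepressor binding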
TRPM1 prom inh – inhibitors of MITF-dependent TRPM1 promoter reporter, primary screen, cell-based, SK-MEL-5, single point, luciferase; SK-MEL-5 TRPM1 promoter luciferase, 24 h; inhibition, % at 12.5 µM; 0.83% of 330,000 active;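 active means mean inhibition across replicates of 60% or more, whatever share of single replicates reaches that level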; further: values of inactives mirror those of a sister screen read the other way
Granule exo inh – LAMP-1 surface exposure blockers, TALL-104 cells – cell-based, flow cytometry, MLPCN library, primary screen. AID 651702, 2012. inhibition, % at 10 µM. 0.66% of 360,000 active. TALL-104 LAMP-1 surface exposure; cells stimulated with thapsigargin and PMA;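 active means inhibition above about 55%, limit read from the data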
Vif inh – HIV Vif self-association inhibitors, primary screen, imaging, HEK293T, single point | HEK293T cells, Vif self-association by quenched fluorescence, 24 h | inhibition, % at 7.49 µM | 0.35% of 340,000 active; in the data active means inhibition above about 50%, passing the limit was not always enough; further: some results filed as inactive read as strong as hits
aDG glyco up – activators of alpha-DG glycosylation, primary screen, uHTS, Pro5-aDG cells, AlphaScreen. alpha-DG glycosylation AlphaScreen (IIH6); 0% Pro5, 100% B10-LARGE cell signal. activation, % at 10 µM. AID 624168, 2012. 0.22% of 360,000 active;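 active means activation of at least 8% versus controls, or a plate z-score of at least 8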;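 further: Pro5 are CHO cells carrying HIG-tagged alpha-DG that lacks glycosylation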
HIF-2a inh – HIF-2a reporter inhibitors, primary screen, luminescence, 786-0 RCC cells; 786-0 RCC cells HIF-2a reporter, luciferase luminescence, overnight; inhibition, % at 18.8 µM; 0.72% of 360,000 active;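 active means inhibition of the luminescence signal of 40% or more relative to plate controls, in a single-dose primary screen at 18.75 µM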
hiPSC survival – enhancers of single-cell hiPSC survival, primary screen, ATPlite luminescence. 100% = ROCK inhibitor wells, 0% = DMSO. survival enhancement, % at 20 µM. 0.044% of 360,000 active. AID 602274, 2012; in the data active means survival enhancement above about 18%;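 further: cells exposed to compounds for 16 hours before the ATP read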
CaV13 FRET inh – Disruptors of the CACNA1D IQ motif to Ca2+-dependent inactivation inhibitor domain association, primary screening, Förster resonance energy transfer in intact living …; inhibition, % at 12.3 µM; HEK cells, CFP/YFP FRET ICDI-IQ, plate reader, 10 min; percent FRET-ratio fall versus neutral wells; 0.098% of 340,000 active; AID 743397;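 active means mean replicate inhibition of at least 30% and at least 1% of replicates passing that level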;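 further: 0% = median of the neutral control wells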
PDI turbidity – inhibitors of human PDI, primary screen, biochemical, turbidity, single point, plate reader; 0.052% of 350,000 active; inhibition, % at 10 µM; PDI insulin aggregation turbidity, A650, 90 min;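 active means mean inhibition across replicates of 30% or more, whatever share of single replicates reach that level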;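 further: absorbance from insulin aggregation driven by PDI reduction with DTT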
Target sequence (P07237 whole entry, looked up): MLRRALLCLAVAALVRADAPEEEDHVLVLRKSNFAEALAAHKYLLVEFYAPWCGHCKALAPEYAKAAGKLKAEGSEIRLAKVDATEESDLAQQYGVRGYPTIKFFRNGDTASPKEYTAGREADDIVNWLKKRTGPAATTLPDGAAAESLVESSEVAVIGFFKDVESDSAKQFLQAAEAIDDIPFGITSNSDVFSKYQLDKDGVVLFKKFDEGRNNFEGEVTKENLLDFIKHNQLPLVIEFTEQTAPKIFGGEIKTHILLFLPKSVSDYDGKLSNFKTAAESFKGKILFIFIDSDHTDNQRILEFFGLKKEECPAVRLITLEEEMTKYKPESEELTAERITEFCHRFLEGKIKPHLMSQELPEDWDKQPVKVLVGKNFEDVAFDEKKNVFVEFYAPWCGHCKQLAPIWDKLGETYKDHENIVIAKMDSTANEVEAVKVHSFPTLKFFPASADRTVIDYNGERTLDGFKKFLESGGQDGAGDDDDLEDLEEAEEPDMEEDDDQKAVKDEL
An asterisk follows results filed as active; / = not tested or not shown. Rows were taken by chance; 3.5% or so of the library scored in one or more.

Below each compound – Peg3 promoter | NR2E3 ag-1 | NR2E3 ag-2 | TRPM1 prom inh | Granule exo inh | Vif inh | aDG glyco up | HIF-2a inh | hiPSC survival | CaV13 FRET inh | PDI turbidity
Cc1cc(NC(=O)C2CC(=O)N(c3ccccc3C)C2)no1 (stereo not given)
    6 | 8 | -17 | -4 | -4 | 13 | 0.0 | 7 | 0.2 | -3 | 9
O=C(NC1CCN(C(=O)c2ccccc2Br)CC1)c1ccccc1
    12 | 2 | 12 | 0 | 19 | -9 | 0.0 | 10 | -0.4 | -4 | -4
Cc1ccc(C(=O)n2nnc3ccccc32)cc1[N+](=O)[O-]
    8 | 2 | -12 | -3 | -1 | 0 | 0.0 | 13 | -0.7 | -19 | -7
Cc1ccc(NC(=S)N2CC(C)OC(C)C2)cc1C (stereo not given)
    13 | / | 0 | 8 | -14 | 1 | -0.1 | 1 | -0.5 | -3 | 26
O=C(CN1C(=O)/C(=C\c2cccc(F)c2)Oc2ccccc21)N1CCN(c2ccccn2)CC1
    11 | -2 | 22 | 8 | -1 | -1 | 0.5 | 15 | -0.5 | -18 | -9
CCCC[n+]1ccn(-c2nc3c([N+](=O)[O-])cccc3n2C)c1
    9 | / | -9 | -4 | 0 | 13 | 0.0 | 9 | -0.6 | -5 | 17
COc1ccc(CNC(=O)COc2cc3c(c4oc(=O)cc(C)c24)CCC(C)(C)O3)c(OC)c1
    31 | / | -19 | / | -2 | -17 | 0.3 | -13 | 1.2 | / | /
COc1cc(F)ccc1-c1csc(C(NC(C)=O)c2ccccc2)n1 (stereo not given)
    6 | / | -36 | / | -2 | 4 | 0.1 | -29 | -2.2 | -9 | 2
Cc1nc(NC(=O)C2CC2)sc1C(=O)Nc1cccc(Cl)c1
    -1 | / | -17 | 4 | -1 | -5 | 0.0 | 11 | -0.3 | -3 | 4
NCCCC[C@@H](C(=O)N1CCNCC1)n1cc([C@@H](N)CO)nn1
    4 | 5 | -4 | 1 | -6 | -5 | -0.1 | 7 | 3.6 | -4 | -4
CCCCn1nnnc1C1(C)CCC(=O)N1CC(F)(F)F (stereo not given)
    / | / | -30 | / | 6 | / | 0.0 | -2 | 0.7 | -8 | /
CC(=O)N1/C(=C/c2ccc(N(C)C)cc2)C(=O)c2ccccc21
    33 | / | -8 | 33 | -2 | 16 | -0.3 | -10 | -4.1 | -6 | -3
Cc1ccc2c(c1)N(C(=O)CCC(=O)NCCCN1CCN(C)CC1)CCO2
    5 | 2 | -2 | -4 | -2 | 6 | -0.2 | 12 | 3.0 | 4 | /
CCCCN(C(=O)c1cc(-c2ccco2)nc2ccccc12)c1c(N)n(CCCC)c(=O)[nH]c1=O
    8 | 4 | 0 | 1 | -2 | 8 | 0.3 | 13 | -0.5 | -6 | -4
CCNC(=O)C1CCCN(C(=O)c2c(-c3ccccc3)noc2C)CC1 (stereo not given)
    -11 | / | -10 | / | -4 | -13 | -0.3 | 0 | 0.1 | -5 | 25
Cn1cnc([N+](=O)[O-])c1Oc1cccc2ccccc12
    0 | 0 | 0 | 49 | 16 | 4 | -0.1 | 1 | -2.7 | -5 | -6
Cc1ccccc1NC(=O)COC(=O)c1c[nH]c(=O)[nH]c1=O
    17 | 3 | -14 | 6 | -2 | 3 | 0.0 | 15 | 1.4 | -20 | -2
O=C(NCc1ccc2c(c1)OCO2)C1CCN(c2ncccn2)CC1
    -7 | 4 | -7 | 1 | 2 | -2 | 0.3 | 11 | 3.6 | / | -6
CN1CCN(CP(=O)(N2CCOCC2)N2CCOCC2)CC1
    16 | 0 | -25 | 6 | -3 | 2 | -0.2 | 24 | -1.0 | -4 | 9
CN(C)c1ccc(CNc2ccc3c(c2)ncn3C(C)(C)C)cc1
    -1 | 1 | -12 | 3 | 18 | 14 | 0.0 | -62 | 0.2 | -4 | -11
O=C(NCC(=O)N(CC1CCCO1)C(C(=O)NC1CCCC1)c1ccc(F)cc1)c1ccco1 (stereo not given)
    3 | 2 | -5 | -3 | -2 | 7 | -0.2 | 19 | 1.5 | -5 | -6
CCCCCSc1nc2c(c(=O)[nH]c(=O)n2C)n1CC
    -10 | 1 | 0 | -12 | 16 | 2 | 0.3 | 10 | 0.7 | -5 | /
CCCCN1C(=O)/C(=C/C=C2\Oc3ccccc3N2CC)SC1=S
    -1 | / | -8 | -8 | 0 | 69* | 0.3 | -17 | 1.0 | -3 | 5
N#Cc1c(Nc2ccccc2)c(C=NCCN2CCOCC2)c[nH]c1=O
    3 | 3 | -13 | -7 | -1 | -2 | -0.2 | 5 | 7.5 | / | 22
CCOc1ccc(NC(=O)c2ccc(C#CC(C)(C)O)cc2)cc1
    -4 | -1 | -47 | 6 | 1 | 3 | 0.3 | -26 | 0.6 | -8 | -1
O=C1CC(NS(=O)(=O)c2ccc([N+](=O)[O-])cc2)CN1c1ccc2c(c1)OCCO2 (stereo not given)
    3 | 3 | 22 | 6 | 7 | -2 | -0.2 | 6 | 0.1 | -5 | -1
CCOC(=O)[C@]12CCCC=C1N(Cc1cccc3ccccc13)C(=O)[C@H](CC(=O)NCc1cccc(C(F)(F)F)c1)C2
    / | / | -16 | / | 7 | / | 0.1 | -1 | -0.7 | -2 | /
COC(=O)c1[nH]c2c(c1C(=O)OC)CCc1ccccc1-2
    -14 | 2 | -31 | 16 | 5 | / | -0.1 | -24 | -0.4 | -4 | -2
COc1cc(C(=O)NCc2cc3cc(Cl)ccc3n2C)cc(OC)c1OC
    21 | 4 | -27 | 11 | -4 | -3 | 0.1 | 27 | -0.7 | -21 | 4
CCOC(=O)NC(=S)Nc1c(C)n(C)n(-c2ccccc2)c1=O
    12 | -1 | -21 | -11 | 0 | 2 | -0.2 | 12 | 3.9 | -2 | 4

Next part, starting with the last 3 of the part before.
SMILES,Peg3 promoter,NR2E3 ag-1,NR2E3 ag-2,TRPM1 prom inh,Granule exo inh,Vif inh,aDG glyco up,HIF-2a inh,hiPSC survival,CaV13 FRET inh,PDI turbidity
COC(=O)c1[nH]c2c(c1C(=O)OC)CCc1ccccc1-2,-14,2,-31,16,5,/,-0.1,-24,-0.4,-4,-2
COc1cc(C(=O)NCc2cc3cc(Cl)ccc3n2C)cc(OC)c1OC,21,4,-27,11,-4,-3,0.1,27,-0.7,-21,4
CCOC(=O)NC(=S)Nc1c(C)n(C)n(-c2ccccc2)c1=O,12,-1,-21,-11,0,2,-0.2,12,3.9,-2,4
O=C(NCc1cc(Br)cc(Br)c1OC(=O)c1ccccc1[N+](=O)[O-])c1ccccc1,24,0,-22,-1,-1,-8,0.8,-6,0.1,-3,-25
COC(=O)C1=C(C)NC(C)=C(C(=O)OC)C1c1cn(-c2ccccc2)nc1-c1ccco1,-27,-4,19,12,1,2,0.0,-10,7.7,-5,0
Cc1cc(C)n2[nH]c(=O)c(N=Nc3ccccc3)c2n1,14,-3,-16,5,-2,-1,-0.1,15,0.8,/,-1
CCCC(=O)N1CCC1(C)C(=O)Nc1ccc2nccnc2c1 (stereo not given),6,/,2,/,0,-8,-0.2,12,1.1,-6,1
CNC[C@H](O)c1ccc(O)c(O)c1,-9,2,-7,-3,-7,15,0.3,1,8.3,-6,15
CCOC(=O)c1sc(=NC(=O)c2ccco2)n(C)c1C,-181,3,-92,-18,1,0,0.1,-197,-0.8,-2,1
COc1ccc(C(CNC(=O)c2cccc(S(=O)(=O)Nc3ccc(F)cc3)c2)N(C)C)cc1 (stereo not given),-4,/,-31,-2,4,-1,0.4,4,-0.2,-7,2
COc1cc(C2C(C(=O)OCCC#N)=C(C)NC3=C2S(=O)(=O)c2ccccc23)cc(OC)c1OC (stereo not given),19,2,-3,7,3,23,-0.3,10,1.0,/,5
CN(C)/C=N/C(=S)Nc1ccccc1F,-70,2,-17,-15,1,7,0.1,-67,-0.9,/,-3
COc1cc(NC(=O)Nc2nnc([C@H]3C[C@H](O)[C@@H](CO)O3)s2)cc(OC)c1OC,-1,/,-22,/,-8,19,-0.3,19,1.4,-7,7
COC(=O)c1ccccc1NC(=O)CCCN1C(=O)C(c2ccccc2)Oc2cccnc21 (stereo not given),31,2,-31,2,2,-5,-0.1,3,-0.4,-7,-7
COCCNC(=O)NC(=O)CN1CCN(C(c2ccccc2)c2ccccc2)CC1,4,5,14,1,-3,33,-0.1,11,-1.0,-19,4
C=CCn1c(=O)c2c(nc3n2CCCN3Cc2ccccc2)n(C)c1=O,9,1,-34,12,-3,-1,-0.3,10,-0.5,-3,-11
Cc1[nH]c2ccccc2c1C(=O)C(=O)NCCCc1ccccc1,3,2,3,-1,-1,10,0.6,-3,-0.5,-15,2
CON(C)c1nc(OCCNC(=O)OCc2ccc(Cl)cc2C)nc(N(C)C)n1,7,0,10,-2,1,0,0.2,12,-0.9,-3,-2
O=C(Nc1ccc(S(=O)(=O)N2C[C@@H]3C[C@@H](C2)c2cccc(=O)n2C3)cc1)c1ccc(F)cc1,5,-1,-1,2,3,-13,-0.2,11,2.2,/,/
c1ccc(-c2cc(-c3nnc4sc(-c5ccccn5)nn34)[nH]n2)cc1,-14,-1,-27,7,13,-9,-0.5,-56,0.2,-4,-5
COC(=O)[C@H]1C[C@@]2(O)CN(S(=O)(=O)c3ccc(C)cc3)C[C@@]2(OC(=O)NC2CCCC2)C[C@H]1C(=O)OC,-3,/,-34,/,-2,-2,0.0,11,-0.3,-6,-3
O=C(CNCCc1ccc(F)cc1)Nc1cc(F)ccc1F,3,1,1,9,-4,-11,0.1,9,1.1,-17,-11

Results in HIF-2a inh and PDI turbidity (five entries from above):
compound | HIF-2a inh | PDI turbidity
CN(C)/C=N/C(=S)Nc1ccccc1F | -67 | -3
CCOC(=O)c1sc(=NC(=O)c2ccco2)n(C)c1C | -197 | 1
CNC[C@H](O)c1ccc(O)c(O)c1 | 1 | 15
CON(C)c1nc(OCCNC(=O)OCc2ccc(Cl)cc2C)nc(N(C)C)n1 | 12 | -2
O=C(NCc1cc(Br)cc(Br)c1OC(=O)c1ccccc1[N+](=O)[O-])c1ccccc1 | -6 | -25
